MC4R ag barr: human MC4R agonism via beta-arrestin; P32245; U2OS MC4R beta-arrestin complementation, luminescence; percent of melanotan II response, DMSO zero; activation, % at 8.9 µM; actives 0.98% (n = 360,000);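 active means activation above a per-plate cutoff, the mean activation of sample wells on that plate plus 3 SD, cut at about 8% in these data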
Target sequence (P32245 whole entry, looked up): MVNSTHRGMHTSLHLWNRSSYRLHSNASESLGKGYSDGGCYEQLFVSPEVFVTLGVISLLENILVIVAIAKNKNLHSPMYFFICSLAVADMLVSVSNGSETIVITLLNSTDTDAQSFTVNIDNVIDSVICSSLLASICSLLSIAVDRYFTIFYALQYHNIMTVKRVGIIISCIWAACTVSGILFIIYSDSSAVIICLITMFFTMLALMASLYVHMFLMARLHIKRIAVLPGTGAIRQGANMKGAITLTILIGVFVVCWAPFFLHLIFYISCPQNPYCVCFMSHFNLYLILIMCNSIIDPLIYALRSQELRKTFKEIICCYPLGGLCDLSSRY
Exocytosis inh: lytic granule exocytosis inhibition; inhibition, % at 10 µM; actives 0.66% (n = 360,000); TALL-104 LAMP-1 surface exposure, flow cytometry; cells stimulated with thapsigargin and PMA;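 active means inhibition above about 55%, limit read from the data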
TLR9-MyD88 inh: blocks human TLR9 binding to MyD88; Q9NR96+Q99836; CHO BLA complementation TLR9-MyD88, CCF4 FRET ratio; inhibition, % at 4.98 µM; actives 0.21% (n = 340,000);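 active means inhibition above the mean over all tested compounds plus 3 SD, cut at about 21% in these data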;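 further: 0% = DMSO only wells and 100% = clavulanate BLA inhibitor control wells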
aDG glyco act: increases alpha dystroglycan glycosylation | activation, % at 10 µM | AID 624168 | actives 0.22% (n = 360,000) | Pro5-aDG cells, alpha-DG glycosylation AlphaScreen (IIH6); 0% Pro5, 100% B10-LARGE cell signal;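 active means activation of at least 8% versus controls, or a plate z-score of at least 8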;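 further: Pro5 are CHO cells carrying HIG-tagged alpha-DG that lacks glycosylation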
MC4R antag cAMP: human MC4R antagonism in cAMP assay. MC4R-expressing cells, MTII-stimulated cAMP, LANCE TR-FRET. inhibition, % at 6.5 µM. actives 0.48% (n = 360,000);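 active means inhibition above its plate's cutoff, the mean of tested wells on that plate plus 3 SD, cut at about 29% in these data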;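 further: 0% = Melanotan II alone and 100% = Melanotan II plus saturating MCL0020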
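Assay system: U2OS-MC4R stable cell line; Also added: Melanotan II; Technique: Eu-cAMP/anti-cAMP TR-FRET, emission 671 nm; Times: 30-min compound, 1-h challenge, 1-h detection, room temperature.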
NOD2-RIPK2 inh: blocks binding of human NOD2 to RIPK2. CHO BLA complementation NOD2-RIPK2, CCF4 ratio. actives 0.38% (n = 360,000). inhibition, % at 4.98 µM. O43353. AID 624267; in the data active means inhibition above about 21%;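 further: 0% = vehicle only and 100% = reference blocker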
Target sequence (O43353 whole entry, looked up): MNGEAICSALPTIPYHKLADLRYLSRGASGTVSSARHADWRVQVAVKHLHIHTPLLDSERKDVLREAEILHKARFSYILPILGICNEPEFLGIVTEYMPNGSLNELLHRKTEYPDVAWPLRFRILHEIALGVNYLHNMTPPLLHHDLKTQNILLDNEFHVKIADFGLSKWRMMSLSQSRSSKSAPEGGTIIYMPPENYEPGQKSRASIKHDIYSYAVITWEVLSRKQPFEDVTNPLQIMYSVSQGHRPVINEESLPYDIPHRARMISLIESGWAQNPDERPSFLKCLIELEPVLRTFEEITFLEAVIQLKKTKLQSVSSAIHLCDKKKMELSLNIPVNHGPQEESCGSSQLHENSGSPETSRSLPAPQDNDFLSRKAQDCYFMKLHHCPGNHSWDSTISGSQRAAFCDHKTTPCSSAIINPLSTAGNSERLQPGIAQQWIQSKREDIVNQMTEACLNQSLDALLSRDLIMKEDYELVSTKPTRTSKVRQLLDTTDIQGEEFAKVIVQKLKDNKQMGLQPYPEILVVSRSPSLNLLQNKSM
ABHD5-PLIN5 inh: inhibitors of human ABHD5-perilipin-5 interaction | Q00G26+Q8WTS1 | Split G. princeps luciferase complementation, luminescence, 4 h | inhibition, % at 4 µM | actives 0.78% (n = 360,000) | AID 602281;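 active means inhibition above the mean inhibition across every tested compound plus 3 SD, cut at about 22% in these data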;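 further: 0% = DMSO only wells and the 100% control is not disclosed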
Glyco luc inh: blocks N-linked glycosylation in D54 reporter cells. D54 ERlucT glycosylation luciferase reporter, 24 h; percent of 100 nM tunicamycin response. reporter increase, % at 12.5 µM. actives 0.23% (n = 360,000);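 active means mean luciferase reporter signal, scaled so untreated is 0 and the glycosylation-blocking control 100, at or above a set limit in every replicate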;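 further: luciferase carries N-glycosylation sites so blocking glycosylation raises the light; 0% = median of neutral control wells and 100% = median of 100 nM tunicamycin wells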
Vif inh: inhibitors of HIV Vif; actives 0.35% (n = 340,000); inhibition, % at 7.49 µM; HEK293T cells, Vif self-association by quenched fluorescence, imaging, 24 h; in the data active means inhibition above about 50%, passing the limit was not always enough; further: some results filed as inactive read as strong as hits
ABCB6 inh 2: blocks the human ABCB6 transporter | fluorescence ratio to DMSO, % at 10 µM | actives 0.19% (n = 360,000) | AID 602162 | K562-ABCB6 porphyrin accumulation, flow cytometry, 1 h; hits give low values | Q9NP58;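 active means fluorescence ratio to DMSO below 75%, the collection mean minus 3 SD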;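 further: signal is porphyrin accumulated inside mitochondria; 100% equals median channel fluorescence of DMSO control wells; lower ratio means ABCB6 inhibition with less porphyrin fluorescence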
Active calls of the source: *; i = inactive; . = not tested or not shown; & = joins results of further samples.

MC4R ag barr,Exocytosis inh,TLR9-MyD88 inh,aDG glyco act,MC4R antag cAMP,NOD2-RIPK2 inh,ABHD5-PLIN5 inh,Glyco luc inh,Vif inh,ABCB6 inh 2,molecule
8.1,-1,1,0.1,6,-7,-12,-4,-9,102,COc1cccc(N2CCN(S(=O)(=O)c3ccc4nc(-c5ccccc5)[nH]c4c3)CC2)c1
-2.1,0,2,0.1,7,1,-8,1,1,93,N#Cc1ccc(OCC(=O)NNC(=S)NC(=O)C2CC2)cc1
9.4*,12,0,-0.2,-2,-19,5,0,-6,98,O=C(COc1ccccc1Br)Nc1ccccc1C(F)(F)F
0.9,0,6,-0.2,-2,-1,3,.,.,97,O=C(CCS(=O)(=O)c1cccs1)N1CCCC1
-0.9,2,4,0.0,3,2,2,4,-12,100,O=c1c2c(-c3ccccc3)ccnc2[nH]n1-c1ccccc1
-1.3,10,-1,0.0,0,10,0,3,7,100,O=C(Nc1cccnc1)c1cc(-c2ccc(Br)cc2)on1
-1.4,4,5,0.1,9,-3,8,0,1,103,COc1cc2[nH]c(=S)nc(NCc3ccc(C)cc3)c2cc1OC
0.0,-3,-4,0.0,7,-10,4,2,-4,97,Cc1cccc([N+](=O)[O-])c1C(=O)O
-0.9,-1,-8,0.0,2,-9,3,-1,2,94,CN(C)S(=O)(=O)c1cccc(C(=O)Nc2ccc(S(=O)(=O)N3CCCC3)cc2)c1
-0.9,-2,4,0.5,5,-6,-2,-1,-3,99,COc1ccc(C(=O)OCn2nnc3ccccc3c2=O)cc1
0.1,4,6,0.0,4,-16,8,-4,0,93,O=c1c2cc(N3CCOCC3)ccc2[nH]c(=S)n1Cc1cccc(Cl)c1
-3.4,-3,-1,0.1,11,-4,-4,2,-3,99,O=C(N1CCOCC1)N1CCN(C(=O)N(c2ccccc2)c2ccccc2)CC1
-0.5,1,1,1.2,2,3,-3,0,-3,85,COc1ccc2c(c1)c(C(=O)N/N=C/c1cccs1)c(C)n2C
-0.3,-2,.,0.1,3,10,2,-2,-2,101,CC1(C(=O)NS(=O)(=O)c2ccc(F)cc2F)CCN1C(=O)CC(c1ccccc1)c1ccccc1 (configuration not stated)
-1.8,1,-7,-0.1,2,1,2,0,.,97,COCCNc1nc(C)cc(-c2cc(C(=O)NCc3ccccc3)on2)n1
-2.7&0.1,1&-3,1&-9,-0.2&-0.1,-1&7,-8&6,0&-3,0&2,0&6,95&100,C/C(N)=C(/C#N)C(=O)COC(=O)COc1ccc(Cl)cc1
0.3,2,-5,0.1,-1,-10,1,-1,5,93,CN(C)S(=O)(=O)c1cccc(NC(=O)CSc2nnnn2-c2ccccc2)c1
-0.2,-4,5,-0.4,5,-6,2,3,-18,102,CCOC(=O)C1(C/C(C)=N/NC(N)=O)CC(C)OC1=O (configuration not stated)
-1.0,8,8,-0.3,10,6,0,4,-4,97,COc1cccc(NC(=O)CN(C)C(=O)c2cc(-c3cccc(Br)c3)nc3ccccc23)c1
-3.4,-3,-3,-0.1,0,-2,-8,-1,-3,100,CC(CNS(=O)(=O)c1ccc2c(c1)CC(=O)N2C)c1ccccc1 (configuration not stated)
-1.0,-2,1,-0.2,15,0,7,0,0,97,CCc1[nH]nc2c1C(Cc1ccccc1)C(C#N)=C(N)O2 (configuration not stated)
-0.2,2,2,-0.2,9,9,-2,-1,9,94,CC(C)OC(=O)N(C)C[C@@H]1OCc2cnnn2CCCC(=O)N([C@@H](C)CO)C[C@@H]1C
-0.1,-2,-4,-0.1,2,1,-2,1,-4,96,CS(=O)(=O)N1CCCC(C(=O)Nc2ccccc2F)C1 (configuration not stated)
-1.8,-1,6,0.1,-2,-7,-5,3,4,97,CSc1ccccc1C(=O)Nc1ccc(S(=O)(=O)NC2=NCCCCC2)cc1
-0.3,-2,-2,0.1,17,-4,2,1,1,88,C=CCn1c(-c2cccnc2Cl)nc2ccccc21
1.0,-5,15,-0.1,6,-10,3,-11,2,98,O=C(Nc1ccc(N2CCN(C(=O)c3ccccc3)CC2)cc1)c1cccs1
3.4,-1,3,0.1,2,5,2,1,0,104,CCOC(=O)N1CCC(NC(=O)CCC(=O)N2CCOc3ccc(C)cc32)CC1
.,-4,.,-0.1,.,7,-8,.,.,97,CCOC(=O)[C@]12CCC=C1N(Cc1ccc3c(c1)OCO3)C(=O)[C@H](CC(=O)NCc1ccc(OC)c(OC)c1)C2
-2.1,0,5,0.3,3,-5,-4,3,-19,91,Cc1cc(C)c(S(=O)(=O)N2CCCC2CNC(=O)c2ccc3c(c2)OCO3)c(C)c1 (configuration not stated)
-0.1,-1,-5,-0.4,0,0,-1,0,12,98,CNC(=O)C(=O)N/N=C/c1ccccn1
-0.9,1,8,-0.2,21,-12,-5,6,-7,97,O=C1NC(Cc2ccccc2)c2nc3ccc(Cl)cc3c(=O)n2-c2cc3ccccc3cc21 (configuration not stated)
2.0,-1,-6,0.0,9,-5,0,4,1,96,O=c1[nH]c2cc3c(cc2cc1CN(CC1CCCO1)S(=O)(=O)c1ccccc1)OCCO3 (configuration not stated)
0.1,-2,-8,0.1,20,6,2,1,3,104,Cc1nn(-c2ccccc2)c(Cl)c1C(=O)NCC(=O)O
-4.7,0,-8,-0.1,4,-7,-5,1,-14,101,CCc1nnc(NC(=O)CN2CCN(S(C)(=O)=O)CC2)s1
4.4,0,-5,-0.1,14,22*,-4,0,-13,95,O[C@H]1C[C@H](c2ccc(Cl)cc2)N(Cc2cccs2)C[C@@H]1n1cc(C2CC2)nn1
-2.2,0,12,-0.1,-6,0,-3,1,4,95,Cc1ccc(C)c(C(=O)NCCN(C)C)c1
0.8,6,-4,-0.2,12,6,3,1,-1,101,COc1ccc(NC(=O)CN(Cc2ccccc2)Cc2ccccc2)cc1S(N)(=O)=O
-2.0,1,5,0.0,-3,9,-5,1,2,i,Nc1c(C(=O)C2CC2)sc2nc(-c3cccs3)cc(C(F)(F)F)c12
-0.6,-6,.,1.6,-4,-18,5,0,9,93,Cc1ccccc1-c1cc2nc(NCCCN(C)C)n(C)c(=O)c2s1
-4.1,83*,12,-0.3,8,36*,98*,-20,25,105,O=C1/C(=C\c2ccccc2)CN(C(=O)CCN2CCCCC2)C/C1=C/c1ccccc1
.,-4,.,0.2,.,-4,5,-3,5,94,O=C1c2cccc(-c3ccc(C(F)(F)F)cc3)c2C2CC=CCN12 (configuration not stated)
-1.0,-5,7,-0.1,-2,0,3,2,.,100,CN1OC[C@@H]2CN[C@H](c3cccc(N4CCOCC4)c3)C[C@@H]21
3.5,-7,6,0.1,11,9,-7,-7,-2,100,Cc1ccc(S(=O)(=O)NCCC(c2ccc(F)cc2)c2ccco2)cc1 (configuration not stated)
-1.4,12,4,-0.3,0,1,-9,-1,.,96,Cc1cccc(-c2ccc3c(c2)C2CC3CCN2Cc2ccc3c(c2)OCO3)c1 (configuration not stated)
-0.5,4,-6,0.1,5,-1,-2,1,-3,90,CC(C)(C)[C@H]1C=C(C(=O)NCc2ccccc2)O[C@@H](OCc2ccc(CO)cc2)C1
-3.6,3,-8,-0.1,8,-8,-12,0,-4,89,O=C(NCCS(=O)(=O)NCc1ccccc1Cl)c1ccc2c(c1)OCO2
-0.2,10,-7,1.8,0,-7,7,-2,-10,103,CCN(CC(=O)Nc1cc(Cl)ccc1C)C(=O)CCOc1ccccc1C
-0.3,-2,6,0.1,-3,-9,-3,3,-1,98,O=C(O)CN1C(=O)COc2cc(S(=O)(=O)N3CCCC3)ccc21
1.1,4,-3,-0.4,12,4,-3,1,-8,106,CC1(C)CC(OC(=O)c2ccccc2)CC(C)(C)N1
-0.8,-1,1,0.0,-4,7,2,1,3,98,Cc1cc(N2CCCC2)ccc1/C=N/n1cnnc1

Additional structures:
MC4R ag barr,Exocytosis inh,TLR9-MyD88 inh,aDG glyco act,MC4R antag cAMP,NOD2-RIPK2 inh,ABHD5-PLIN5 inh,Glyco luc inh,Vif inh,ABCB6 inh 2,molecule
-1.6,12,.,0.2,-1,3,-7,2,3,97,CCOC(=O)C1(C)CCCN1C(=O)c1ccc(C(F)(F)F)nc1C (configuration not stated)
-1.2,-1,-5,0.2,12,4,2,1,15,88,COc1ccc(NC(=O)C(C)N(c2ccc(C)cc2)S(C)(=O)=O)c(OC)c1 (configuration not stated)
-0.1,0,8,-0.3,2,-31,1,-1,-2,96,COc1ccc(N2CCN(C(=O)Cn3nnc(-c4cccs4)n3)CC2)cc1
0.1,-1,2,-0.5,1,-9,-3,4,-3,97,Cc1[nH]n(C2=NCCS2)c(=O)c1N=Nc1ccccc1
-2.1,1,-3,-0.1,2,-1,1,-3,-7,100,CCc1ccc(NC(=O)C2CCN(c3c(N4CCCC4)c(=O)c3=O)CC2)cc1
1.2,6,-25,0.3,-1,0,21,-1,12,104,N=c1c(C(=O)NCc2ccco2)cc2c(=O)n3ccccc3nc2n1Cc1ccccc1
0.5,3,-6,-0.1,5,-8,-3,-19,-12,97,COc1ccc(C(=O)Nc2ccc3ccccc3n2)c(OC)c1OC
-1.0,-3,16,0.0,14,2,1,-1,5,103,Cc1cc(NN)nc(NS(=O)(=O)c2ccc(Cl)cc2)n1
0.3,2,2,-0.1,13,-4,-4,2,.,95,Cc1ccc(S(=O)(=O)NCCN2CCOCC2)cc1C
0.9,0,-1,0.0,4,-9,3,0,0,100,COc1ccc(C(=O)Nc2sc(C(=O)N(C)C)c(C)c2C#N)cc1[N+](=O)[O-]
-2.3,0,0,-0.2,6,-16,6,1,-1,95,O=C1NC(=O)c2c(Br)c(Br)c(Br)c(Br)c21
0.5,3,0,-0.1,9,9,5,-2,16,98,CCc1ccc(N(C(=O)CNC(=O)c2ccco2)C(C(=O)NC2CCCC2)c2cccnc2)cc1 (configuration not stated)
2.2,-1,-9,0.2,-2,-6,-6,5,-6,94,O=C(Nc1ccccc1)c1nc[nH]c1C(=O)NCc1ccccc1
-3.6,-2,3,-0.1,4,4,2,5,5,99,CC(C)C(=O)NC(=S)Nc1ccccc1C(=O)NC1CCCCC1
4.1,-4,.,0.4,16,-4,0,-3,-5,97,Cn1c(=O)c2cc(NC(=O)NCCc3cccs3)ccc2n1-c1ccc(C(C)(C)C)cc1
-2.3,0,-5,0.1,0,-2,-1,1,-2,97,CC(C)(C)NC(=O)Cn1c(SCC(=O)NC2CCCCC2)nc2ccccc21
-0.9,-4,-7,0.2,3,-4,9,2,3,103,CC1CCCCN1CCCNc1ccc(C(CC(N)=O)NC(=O)Cc2ccc(Cl)cc2)cc1[N+](=O)[O-] (configuration not stated)
-2.5,-1,2,3.1*,0,-6,-1,1,-5,101,O=C(CSc1cccs1)Nc1ccc(Cl)cc1
-2.6,-3,1,-0.2,-4,-5,7,-3,3,98,NCCNc1ccc([N+](=O)[O-])c(Sc2nc3ccccc3[nH]2)c1

Record cards, as listed above. Order of values: MC4R ag barr | Exocytosis inh | TLR9-MyD88 inh | aDG glyco act | MC4R antag cAMP | NOD2-RIPK2 inh | ABHD5-PLIN5 inh | Glyco luc inh | Vif inh | ABCB6 inh 2
`COc1cccc(NC(=O)CN(C)C(=O)c2cc(-c3cccc(Br)c3)nc3ccccc23)c1` in the list: -1.0 | 8 | 8 | -0.3 | 10 | 6 | 0 | 4 | -4 | 97
`Cc1ccc(S(=O)(=O)NCCN2CCOCC2)cc1C` in the list: 0.3 | 2 | 2 | -0.1 | 13 | -4 | -4 | 2 | . | 95

Screening results from PubChem BioAssay.

These rows are one share of the data, so the mix of outcomes need not match the whole.
